Source: PubChem BioAssay
APJ antagonist = APJ receptor antagonism. P35414. CHO-K1 APJ beta-arrestin complementation, luminescence. inhibition, % at 20 µM. 330,000 compounds, 0.32% hits. AID 2521;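 active = inhibition above about 40% at 20 µM, limit read from the data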;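 also: cells challenged with 10 nM apelin-13 agonist together with compound; plate controls were apelin-13 plus DMSO wells for no effect and DMSO wells lacking apelin-13 for full effect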
EBI2 block = EBI2 (human) antagonism; P32249; EBI2 beta-arrestin recruitment, luminescence, 7a,25-OHC stimulated; inhibition, % at 5 µM; 360,000 compounds, 0.81% hits; AID 651636; in the data active = inhibition above about 38%;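 also: enzyme fragment complementation signal reports receptor beta-arrestin coupling in cells; 0% = agonist plus DMSO wells and 100% = wells without agonist; some results beyond the cut were filed as inactive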
UBC13 inh = human UBC13 polyubiquitination inhibition. P61088. 330,000 compounds, 0.47% hits. AID 485273. UBC13 polyubiquitin chain formation, TR-FRET. inhibition, % at 20 µM; in the data active = inhibition above about 45%, passing the limit was not always enough
Target sequence (P61088 whole entry, looked up): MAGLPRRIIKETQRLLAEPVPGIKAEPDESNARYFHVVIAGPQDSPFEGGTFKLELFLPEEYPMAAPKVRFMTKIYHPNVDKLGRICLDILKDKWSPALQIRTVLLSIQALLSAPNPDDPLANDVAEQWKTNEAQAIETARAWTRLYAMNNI
ATG4B inhibitor = blocks human ATG4B protease cleavage of LC3 substrate; inhibition, % at 8.33 µM; 340,000 compounds, 0.51% hits; Q9Y4P1; ATG4B cleavage of LC3-PLA2, NBD-HPC fluorescence, 1 h; in the data active = inhibition above about 40%
CXCR6 inh = inhibitors of human CXCR6 receptor; O00574; CHO-K1 PathHunter CXCR6 beta-arrestin, luminescence; inhibition, % at 20 µM; 360,000 compounds, 0.36% hits; AID 602244; in the data active = inhibition above about 34%, passing the limit was not always enough;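 also: antagonist mode with CXCL16 agonist at 10 nM final; 0% = 10 nM CXCL16 with DMSO and 100% = unstimulated wells without agonist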
Target sequence (O00574 whole entry, looked up): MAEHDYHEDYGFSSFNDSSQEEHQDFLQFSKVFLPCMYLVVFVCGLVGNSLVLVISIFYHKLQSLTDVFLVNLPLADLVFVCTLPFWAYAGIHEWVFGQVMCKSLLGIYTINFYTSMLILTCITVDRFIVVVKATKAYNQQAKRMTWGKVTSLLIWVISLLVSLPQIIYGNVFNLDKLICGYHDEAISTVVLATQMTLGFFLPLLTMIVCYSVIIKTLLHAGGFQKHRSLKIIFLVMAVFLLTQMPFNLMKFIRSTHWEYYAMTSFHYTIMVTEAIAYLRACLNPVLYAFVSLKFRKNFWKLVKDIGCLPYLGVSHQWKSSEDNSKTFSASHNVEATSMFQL
Gli-Sufu block = Gli-Sufu pathway antagonism; Sufu-KO-LIGHT fibroblasts, Gli luciferase reporter luminescence; inhibition, % at 5 µM; 340,000 compounds, 0.74% hits;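 active = inhibition above about 55%, limit read from the data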;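 also: 0% = DMSO-treated cells and 100% = wells with medium but no cells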
CCR6 antag = CCR6 (human) receptor antagonism. P51684. CHO-K1 CCR6 PathHunter beta-arrestin, luminescence, CCL20-stimulated. inhibition, % at 20 µM. 340,000 compounds, 0.49% hits. AID 493098;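 active = compounds whose inhibition of the agonist-driven luminescence signal at 20 µM reaches about 50%, limit read from the data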;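 also: cells stimulated with CCL20 at 14 nM final; plate controls were DMSO with CCL20 for no effect and DMSO without agonist for full effect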
Target sequence (P51684 whole entry, looked up): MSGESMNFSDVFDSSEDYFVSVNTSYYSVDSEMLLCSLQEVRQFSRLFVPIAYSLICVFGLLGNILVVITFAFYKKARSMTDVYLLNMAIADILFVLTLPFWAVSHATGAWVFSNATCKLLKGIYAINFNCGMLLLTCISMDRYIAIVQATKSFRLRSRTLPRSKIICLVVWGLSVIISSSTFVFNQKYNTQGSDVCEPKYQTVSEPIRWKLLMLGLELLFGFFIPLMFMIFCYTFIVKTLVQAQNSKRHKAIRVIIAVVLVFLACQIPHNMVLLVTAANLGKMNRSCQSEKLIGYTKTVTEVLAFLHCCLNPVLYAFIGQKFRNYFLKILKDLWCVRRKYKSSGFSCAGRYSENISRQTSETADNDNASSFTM
APJ ag = activates the human apelin receptor APJ; 330,000 compounds, 0.11% hits; CHO-K1 APJ PathHunter beta-arrestin, luminescence; 0% DMSO wells, 100% apelin; P35414; activation, % at 20 µM; AID 2520;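 active = activation more than six SD over the plate average, tested at 20 µM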;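 also: 0% = DMSO alone and 100% = apelin-13 at 10 nM; some results filed as inactive read as strong as hits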
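Material: CHO-K1 APJ beta-arrestin complementation cell line; Input: cell density 1000 per well; Incubation: compound stimulation 90 min at 25 °C, detection 60 min; Signal: luminescence from split beta-galactosidase complementation, Galacton Star/Emerald II substrate; Controls: DMSO-only wells as negative, 10 nM Apelin-13 as positive control.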
* hit, by the source's call. An unsorted share of the library, and some 3% of all compounds hit somewhere here.

Screening Cc1ccc(N2C(=O)[C@@H]3[C@H](C2=O)[C@H]2C=C(C(=O)c4ccccc4)C=CN2[C@@H]3C(=O)c2ccc(Cl)cc2)cc1 returned APJ antagonist -12, EBI2 block -9, UBC13 inh -11, ATG4B inhibitor -10, CXCR6 inh 1, Gli-Sufu block -15, CCR6 antag 4 and APJ ag 0.
`CC(=O)Nc1c(I)c(C(=O)N[C@H]2C(O)O[C@H](CO)[C@@H](O)[C@@H]2O)c(I)c(N(C)C(C)=O)c1I` (stereo partly specified) gave APJ antagonist 9, EBI2 block 1, UBC13 inh -10, ATG4B inhibitor -2, CXCR6 inh -5, Gli-Sufu block -1, CCR6 antag -3 and APJ ag 7.
`CCCCNC(=S)N/N=C/c1ccc(OCC(=O)Nc2c(C)cc(C)cc2C)c(OC)c1` gave APJ antagonist -10, EBI2 block 10, UBC13 inh -29, ATG4B inhibitor -5, CXCR6 inh 4, Gli-Sufu block -18, CCR6 antag 4 and APJ ag -2.
CCn1c(=O)c(CCC(=O)N2CCN(c3ccccn3)CC2)c(C)c2c(C)nn(-c3cccc(C)c3)c21 was read as APJ antagonist 0, EBI2 block 17, UBC13 inh 1, ATG4B inhibitor -2, CXCR6 inh 10, Gli-Sufu block 13, CCR6 antag 10 and APJ ag 0.
For CSC1=NCCN1C(=O)c1ccc(S(=O)(=O)N2CCOCC2)cc1 the results were APJ antagonist 10, EBI2 block 2, UBC13 inh -4, ATG4B inhibitor -2, CXCR6 inh 2, Gli-Sufu block -19, CCR6 antag -7 and APJ ag 0.
For CCOC(=O)C1(Cc2ccccc2)CCCN(CCO)C1 (stereo unspecified) the results were APJ antagonist 2, EBI2 block 1, UBC13 inh -6, ATG4B inhibitor 3, CXCR6 inh 11, Gli-Sufu block 1, CCR6 antag -2 and APJ ag 1.
COCCn1c(=N)c(S(=O)(=O)c2ccc(F)cc2)cc2c(=O)n3ccccc3nc21 was read as APJ antagonist 26, EBI2 block -8, UBC13 inh 6, ATG4B inhibitor -7, CXCR6 inh 11, Gli-Sufu block 1, CCR6 antag 14 and APJ ag -5.
`O=C(NCCNC(=O)c1ccccc1F)c1ccccn1` gave APJ antagonist -6, EBI2 block 6, UBC13 inh 0, ATG4B inhibitor -9, CXCR6 inh -1, Gli-Sufu block 2, CCR6 antag -2 and APJ ag -4.
Screening O=S(=O)(NCc1ccc(F)cc1)c1ccc(-n2cccn2)cc1 returned APJ antagonist 30, EBI2 block 4, UBC13 inh -6, ATG4B inhibitor 8, CXCR6 inh -9, Gli-Sufu block -2, CCR6 antag 0 and APJ ag 4.
For Nc1cc(=O)[nH]c(N2CCN(c3ccccc3)CC2)n1 the results were APJ antagonist -1, EBI2 block 10, UBC13 inh -1, ATG4B inhibitor -14, CXCR6 inh -8, Gli-Sufu block 6, CCR6 antag -3 and APJ ag -3.
`Cc1ccccc1-c1nc2ccccc2[nH]1` gave APJ antagonist 5, EBI2 block -1, UBC13 inh 5, ATG4B inhibitor 7, CXCR6 inh -2, Gli-Sufu block 3, CCR6 antag -2 and APJ ag 1.
Screening Cc1ccccc1OCC(=O)Nc1sc2c(c1C#N)CC(C)(C)NC2(C)C returned APJ antagonist 8, EBI2 block 16, UBC13 inh 8, ATG4B inhibitor 2, CXCR6 inh 9, Gli-Sufu block 43, CCR6 antag -8 and APJ ag 1.
Screening O=C(c1ccco1)N1CCN(C(=O)c2cc(-c3ccccn3)nc3ccccc23)CC1 returned APJ antagonist 3, EBI2 block -2, UBC13 inh 2, ATG4B inhibitor -12, CXCR6 inh -1, Gli-Sufu block 2, CCR6 antag 25 and APJ ag 4.
Screening CCOc1ccc2nc(NC(=O)C3CCN(c4cnccn4)CC3)sc2c1 returned APJ antagonist 1, EBI2 block -6, UBC13 inh 5, ATG4B inhibitor -5, CXCR6 inh -3, Gli-Sufu block 8, CCR6 antag 0 and APJ ag -1.
CCC(C(=O)NC1CCCC1)N(C(=O)Cn1nnc(-c2ccc(C)o2)n1)c1ccccc1OC (stereo unspecified) was read as APJ antagonist 15, EBI2 block 12, UBC13 inh 5, ATG4B inhibitor 3, CXCR6 inh 13, Gli-Sufu block 7, CCR6 antag 14 and APJ ag -5.
`CC(C)CN(C(=O)c1ccc(-n2cncn2)c([N+](=O)[O-])c1)C1CCS(=O)(=O)C1` (stereo unspecified) gave APJ antagonist 6, EBI2 block -8, UBC13 inh 7, ATG4B inhibitor 2, CXCR6 inh -8, Gli-Sufu block -3, CCR6 antag -4 and APJ ag -3.
Screening Cc1ccc(NC(=S)N(CCN2CCCCC2)Cc2ccco2)cc1 returned APJ antagonist -10, EBI2 block -3, UBC13 inh 9, ATG4B inhibitor 6, CXCR6 inh 3, Gli-Sufu block -2, CCR6 antag -2 and APJ ag -3.
`Cc1ccc(S(=O)(=O)Nc2ccc3c(c2)OCCO3)cc1C` gave APJ antagonist -9, EBI2 block 5, UBC13 inh 0, ATG4B inhibitor 2, CXCR6 inh -11, Gli-Sufu block 19, CCR6 antag 11 and APJ ag -2.
Screening COCCNC(=O)C(=O)N/N=C(\C)CC(=O)Nc1ccc2c(c1)OCO2 returned APJ antagonist -16, EBI2 block -9, UBC13 inh -8, ATG4B inhibitor -2, CXCR6 inh -2, Gli-Sufu block 0, CCR6 antag 1 and APJ ag -1.
`COc1ccc2[nH]c(C(=O)Nc3cccc(C)n3)cc2c1` gave APJ antagonist -4, EBI2 block 6, UBC13 inh 3, ATG4B inhibitor -14, CXCR6 inh -9, Gli-Sufu block -102, CCR6 antag 0 and APJ ag -3.
Screening O=C(C1=NNCC1c1ccccc1)C1CO1 (stereo unspecified) returned EBI2 block -11, ATG4B inhibitor 8, CXCR6 inh -1, Gli-Sufu block 2 and CCR6 antag 2.
CC1CCC(NC(=O)Cn2c(=O)[nH]c3ccsc3c2=O)CC1 (stereo unspecified) was read as APJ antagonist -9, EBI2 block -8, UBC13 inh 0, ATG4B inhibitor 2, CXCR6 inh -4, Gli-Sufu block -63, CCR6 antag 0 and APJ ag -4.
For CCc1cc(=O)oc2c(C)c(OC(C)C(=O)N3CC[C@@]4(O)CCCC[C@H]4C3)ccc12 (stereo partly specified) the results were APJ antagonist 4, EBI2 block -2, UBC13 inh -2, ATG4B inhibitor -29, CXCR6 inh 0, Gli-Sufu block 6, CCR6 antag -8 and APJ ag -2.
For CC(C)(C)c1ccc(-c2noc(CCC(=O)NCc3ccco3)n2)cc1 the results were APJ antagonist 10, EBI2 block -4, UBC13 inh 20, ATG4B inhibitor 4, CXCR6 inh -10, Gli-Sufu block 70*, CCR6 antag 14 and APJ ag -1.
COc1ccc(-c2cc(C(F)(F)F)n3nc(C(=O)NCCCn4ccnc4)cc3n2)cc1 was read as APJ antagonist 27, EBI2 block 4, UBC13 inh 21, ATG4B inhibitor -11, CXCR6 inh 6, Gli-Sufu block 5, CCR6 antag -5 and APJ ag -1.
Screening COc1cc(/C=C/c2ccccc2)cc(OC)c1 returned EBI2 block 12, ATG4B inhibitor -3, CXCR6 inh -3, Gli-Sufu block -6 and CCR6 antag 8.
Screening O=C(c1cccc(C(F)(F)F)c1)N1CCN(S(=O)(=O)c2ccc(Cl)s2)CC1 returned APJ antagonist 22, EBI2 block 4, UBC13 inh -4, ATG4B inhibitor -3, CXCR6 inh -1, Gli-Sufu block 2, CCR6 antag 16 and APJ ag 9.
C=C[C@]1(C)C[C@H]1[C@H](NP(=O)(c1ccccc1)c1ccccc1)c1ccccc1 was read as APJ antagonist 8, EBI2 block 22, UBC13 inh 3, ATG4B inhibitor 14, CXCR6 inh 7, Gli-Sufu block 0, CCR6 antag 12 and APJ ag -7.
Screening COC(=O)c1ccc(C(=O)N2CCCC(CNC(=O)c3ccc(F)cc3)C2)cc1 (stereo unspecified) returned APJ antagonist -34, EBI2 block -8, UBC13 inh 3, ATG4B inhibitor 0, CXCR6 inh 8, Gli-Sufu block -8, CCR6 antag 9 and APJ ag -4.
O=C(CSc1nc2c(sc3ccccc32)c(=O)n1Cc1ccccc1)NCC1CCCO1 (stereo unspecified) was read as APJ antagonist 17, EBI2 block 6, UBC13 inh 11, ATG4B inhibitor -17, CXCR6 inh 1, Gli-Sufu block 15, CCR6 antag -2 and APJ ag -6.
Screening COc1ccc(N2CC(C(=O)OCC(=O)Nc3cccc(C)c3C)CC2=O)cc1 (stereo unspecified) returned APJ antagonist -5, EBI2 block -4, UBC13 inh 8, ATG4B inhibitor -4, CXCR6 inh 4, Gli-Sufu block 20, CCR6 antag -5 and APJ ag -5.
Screening CCOC(=O)c1ccc(S(=O)(=O)N2CCN(C(=O)C3CSC4(C)CCC(=O)N34)CC2)cc1 (stereo unspecified) returned APJ antagonist -12, EBI2 block 3, UBC13 inh -1, ATG4B inhibitor 2, CXCR6 inh -2, Gli-Sufu block -6, CCR6 antag 2 and APJ ag -3.
CCn1c(N2CCN(C(=O)NC3CCCCC3)CC2)nc2ccccc21 was read as APJ antagonist -14, EBI2 block 9, UBC13 inh 9, ATG4B inhibitor -12, CXCR6 inh -4, Gli-Sufu block 8, CCR6 antag 3 and APJ ag 1.
Screening COC(=O)c1sccc1NC(=O)c1c(C)noc1C returned APJ antagonist 3, EBI2 block 0, UBC13 inh 4, ATG4B inhibitor -7, CXCR6 inh 6, Gli-Sufu block 3, CCR6 antag -7 and APJ ag -3.
For COc1cc(OC)c2c(-c3ccccc3)cc(=O)oc2c1C(CCN1CCCCC1)c1ccc2c(c1)OCO2 (stereo unspecified) the results were APJ antagonist 6, EBI2 block 7, UBC13 inh 25, ATG4B inhibitor 19, CXCR6 inh -3, Gli-Sufu block 7, CCR6 antag 11 and APJ ag 4.
For CCN(CC)C(=O)c1scc2c1OCCO2 the results were APJ antagonist 2, EBI2 block -2, UBC13 inh -7, ATG4B inhibitor -10, CXCR6 inh -2, Gli-Sufu block -15, CCR6 antag -8 and APJ ag -3.
O=C(Nc1cccc(S(=O)(=O)NC2=NCCCCC2)c1)c1cc(-c2ccccc2Cl)nc2ccccc12 was read as APJ antagonist 2, EBI2 block 1, UBC13 inh 1, ATG4B inhibitor 2, CXCR6 inh 1, Gli-Sufu block 2, CCR6 antag 10 and APJ ag 1.
Fc1ccccc1CCNc1nnnn1-c1ccccc1 was read as APJ antagonist 10, EBI2 block 1, UBC13 inh -2, ATG4B inhibitor -5, CXCR6 inh 3, Gli-Sufu block 5, CCR6 antag 4 and APJ ag -1.
Screening COc1ccc(C(=O)NC2CCN(CC(=O)NCc3ccccc3)CC2)cc1 returned APJ antagonist 20, EBI2 block 3, UBC13 inh -3, ATG4B inhibitor -1, CXCR6 inh -22, Gli-Sufu block 4, CCR6 antag -9 and APJ ag -1.
`Cc1ccc(F)cc1NC(=O)Cc1nn(C)c(=O)c2ccccc12` gave APJ antagonist 5, EBI2 block 7, UBC13 inh 9, ATG4B inhibitor 1, CXCR6 inh -22, Gli-Sufu block 46, CCR6 antag -6 and APJ ag -3.
